# ER stress death: ER stress cell death inhibition; CSM14.1 thapsigargin ER stress survival, ATP luminescence; relative survival (cellular ATP), % at 15 µg/mL (by protocol); actives 0.33% (n = 48,000); AID 1010;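 active = survival measured by cellular ATP above 50% at 15 µg/ml in the first screen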;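 note: cell death triggered by about 15 µM thapsigargin; ATP read 24 h after thapsigargin was added; plate controls were thapsigargin with DMSO for no effect and DMSO without thapsigargin for full effect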
# Active calls of the source: *. Not all compounds are listed (hit frequency here may not be typical).
SMILES,ER stress death
COc1ccc(Nc2nc(NCc3ccco3)nc(N/N=C/c3cc4c(cc3[N+](=O)[O-])OCO4)n2)cc1,12
Cc1cc(Cl)ccc1NC(=O)c1ccc(CN(c2ccccc2)S(C)(=O)=O)cc1,11
COc1ccc(/C=N/n2cnnc2SC)cc1OC,10
CCN1C(=O)C(=O)c2cc(Br)ccc21,8
CCOc1ccc(N2C(=O)NC(=O)C(=S(C)C)C2=O)cc1,-1
C=CCSc1nc2sc(C(=O)O)c(C)c2c(=O)[nH]1,6
COc1cccc2cc(-c3nc(-c4ccc(C)c(C)c4)cs3)c(=O)oc12,10
COc1ccc(NC(=O)CCCN(C)S(=O)(=O)c2ccc(C)cc2)cc1,1
O=c1/c(=C\c2ccc(OCc3ccc([N+](=O)[O-])cc3)cc2)sc2nc3ccccc3n12,10
CC(=O)N/N=C/c1cc(C)n(-c2ccc(Cl)cc2)c1C,-3
Cc1ccc(-c2cc(-c3ccccc3)nc(N/N=C/c3ccc(O)cc3O)n2)cc1,3
CC(NC(=O)C12CC3CC(CC(C3)C1)C2)C(=O)N1CCCC1 (stereo unspecified),-4
O=C(Cc1ccccc1)NC(NC(=S)Nc1ccccc1Cl)C(Cl)(Cl)Cl (stereo unspecified),4
O=C(Nc1cccnc1)c1ccccc1F,2
O=c1oc(-c2cccs2)nc2sc3c(c12)CCCC3,3
CCCn1c(=O)c(C(=O)Nc2ccccc2O)c(O)c2ccccc21,12
Cc1cc(C)c(NC(=O)C(c2ccccc2)c2ccccc2)c(C)c1,1
COc1ccccc1C1=N/C(=C\c2ccc([N+](=O)[O-])cc2)C(=O)O1,1
COc1ccc(OC)c(/C=C2\SC(=N)N(c3ccc(F)cc3)C2=O)c1,-7
COC(=O)c1cccc(NC(=O)c2ccccc2)c1,10
Cc1ccc(OCC(=O)Nc2ccc(I)cc2Cl)cc1C,-2
CC1(C)CC(=O)C2=C(C1)Nc1ccccc1NC2c1ccc(-c2ccccc2[N+](=O)[O-])o1 (stereo unspecified),-1
Cc1ccc(C)c(OC2=NS(=O)(=O)c3ccccc32)c1,-1
Cc1ccccc1-n1c(=O)c2ccccc2n2c(=O)[nH]nc12,3
C=CCC(O)(CC=C)c1cc(-c2ccccc2)nc2ccccc12,-2
C/C(=N\Nc1nc(C)cc(-c2ccccc2)n1)c1cccc(N)c1,-23
CCC(=O)Nc1ccc(NC(=O)COc2ccc(I)cc2)cc1,2
Cc1ccccc1NC(=O)CCC(=O)N/N=C/c1cccs1,7
CSc1ccc(S(=O)(=O)N(CC(=O)Nc2ccccc2Br)c2ccc(C)cc2)cc1,6
O=C(CCC(=O)OCC(F)(F)C(F)F)Nc1ccc(Cl)cc1Cl,9
Cc1ccc(O)c(NC(=O)c2ccc(N3C(=O)c4ccc([N+](=O)[O-])cc4C3=O)cc2)c1,9
CC(=O)C(C1=NC(C)(C)Cc2cc(C)c(C)cc21)c1ccccc1 (stereo unspecified),-6
Cc1ccc(-c2csc(NC(=O)c3ccc([N+](=O)[O-])cc3Cl)n2)c(C)c1,2
O=S(=O)(N/N=C/c1cccnc1)c1ccc(Br)cc1,2
O=C(Nc1c(F)c(F)c(F)c(F)c1F)c1cccs1,9
CCCOc1ccc(/C=C2\SC(=S)N(NC(=O)c3ccccc3Cl)C2=O)cc1OC,8
Cc1ccc(N2CC(C(=O)Nc3ccccc3C)CC2=O)cc1 (stereo unspecified),2
CC(C)(C)C(=O)Nc1sc2c(c1C(=O)Nc1cccc3ccccc13)CCC2,2
CCCC1=NN2C(=N)/C(=C/c3ccccc3C)C(=O)N=C2S1,2
CSc1ccc(CN2CCN(Cc3ccccc3C(F)(F)F)CC2)cc1,-9
O=C(NCc1ccc(Cl)cc1)c1cccc(Br)c1,0
Cc1cc(OCC(=O)O)cc(C)c1Cl,3
Cc1ccc(NC(=O)C2CC(=O)N(c3ccc(Br)cc3)C2)cc1 (stereo unspecified),8
Cc1ccc(N2C(=O)C3C(C2=O)C2C=CC3C23CC3)cc1Br (stereo unspecified),13
CCOc1ccc(N(CC(=O)N(C)C)S(=O)(=O)c2ccc(SC)cc2)cc1,11
O=C(/C=C/c1ccc(Cl)cc1)NCCN1CCOCC1,2
CCCc1c(C)nc2ccc(OC)cc2c1SCC(=O)O,-3
Cc1ccc(S(=O)(=O)NCCNc2ccc([N+](=O)[O-])cc2Cl)cc1,2
O=C(Nc1cccc(NC(=O)c2cc3ccccc3oc2=O)c1)c1ccccc1Cl,6
O=C(NC(Cc1ccc(O)cc1)C(=O)O)/C(=C/c1ccccc1)NC(=O)c1ccccc1 (stereo unspecified),0
COc1cccc(Nc2nc(C)c([N+](=O)[O-])c(Nc3cccc(OC)c3)n2)c1,20
O=c1[nH]c(/C=C/c2ccc(O)cc2)nc2ccccc12,-7
COc1cc(/C=C2\C(=O)NC(=O)N(c3ccc(Br)c(C)c3)C2=O)cc([N+](=O)[O-])c1O,0
Cc1ccc(C(=O)c2cccc(NC(=O)CC(C)C)c2)cc1C,6
COc1cc(/C=C2/C(=O)NC(=O)N(c3ccc(C(C)C)cc3)C2=O)cc(Br)c1O,-2
O=C(Cc1ccc([N+](=O)[O-])cc1)Nc1ccc(Cl)c(C(F)(F)F)c1,5
COc1ccccc1/C=N\NC(=O)c1cc(C(C)(C)C)[nH]n1,7
O=C(Nc1ccccc1C(F)(F)F)c1ccc(-c2cc(Cl)ccc2Cl)o1,1
CN(C)/N=C/c1ccc(-c2ccc(Cl)c(C(=O)O)c2)o1,5
O=C(CN1C(=O)c2ccccc2C1=O)N1CCCCCC1,4

# Next part
SMILES,ER stress death
O=C1NC(=S)NC(=O)C1=Cc1ccc(Oc2ccc([N+](=O)[O-])cn2)cc1,8
CC(C)(CO)N=C1NS(=O)(=O)c2ccccc21,0
O=[N+]([O-])c1ccc(Nc2nc(OCC(F)(F)C(F)F)nc(OCC(F)(F)C(F)F)n2)cc1,1
CC(C)(CN1CCOCC1)NS(=O)(=O)c1ccccc1,3
Nc1ccc(C(c2ccccc2)c2ccc(N)c(Cl)c2)cc1Cl,10
O=C(Nc1ccc(F)cc1F)N1CCCc2ccccc21,0
O=C(CN1C(=O)CCC1=O)Nc1cccc2ccccc12,-1
Cc1ccccc1C(=O)Nc1sc2c(c1C(=O)NCc1ccco1)CCC2,2
Cc1nn(C(=O)c2ccccc2)c(C)c1Cl,-2
Cc1cc(/C=C2\C(=O)NC(=S)N(c3ccccc3)C2=O)c(C)n1-c1ccc([N+](=O)[O-])cc1,11
O=C1NC(=O)N(c2ccc(Cl)cc2)C(=O)/C1=C/c1cccc(F)c1,-3
Cc1ccc(OCC(=O)NNC(=O)c2ccc(Cl)cc2Cl)c(C)c1,7
N/C(=N\OC(=O)c1ccccc1F)c1ccccc1,-23
Cc1ccc2nsnc2c1NC(=O)c1ccc(OCc2ccccc2)cc1,8
CCCOC(=O)C1=C(C)NC2(O)c3ccccc3C(=O)C12O (stereo unspecified),6
Cc1cc(C)c(OCCCN2CCOCC2)c(C)c1,0
CC(=O)C(C(C)=O)C(c1ccc(C)o1)c1ccc(C)o1,-12
N#Cc1ccc(NC(=O)c2ccccc2)cc1,2
CN=C(NOCc1ccccc1)c1nonc1N,5
O=C1CN(S(=O)(=O)c2ccc3c(c2)C(=O)c2ccccc2-3)CC(=O)N1,2
COc1ccc(/C=C/C(=O)NCCSCc2ccccc2)cc1OC,2
COCc1cc(=O)n2[nH]c(-c3ccc(C)cc3)cc2n1,-4
COc1ccc(-n2c(=S)[nH]c3sc4c(c3c2=O)CCC(C(C)(C)C)C4)cc1 (stereo unspecified),16
COc1ccc(CCNC(=O)c2ccc(CN(c3ccccc3)S(C)(=O)=O)cc2)cc1OC,10

# Compounds shown so far with an aryl thioether with sulfur outside any ring:
SMILES,ER stress death
COc1ccc(/C=N/n2cnnc2SC)cc1OC,10
C=CCSc1nc2sc(C(=O)O)c(C)c2c(=O)[nH]1,6
CSc1ccc(S(=O)(=O)N(CC(=O)Nc2ccccc2Br)c2ccc(C)cc2)cc1,6
CSc1ccc(CN2CCN(Cc3ccccc3C(F)(F)F)CC2)cc1,-9
CCOc1ccc(N(CC(=O)N(C)C)S(=O)(=O)c2ccc(SC)cc2)cc1,11
CCCc1c(C)nc2ccc(OC)cc2c1SCC(=O)O,-3

# More entries follow.
SMILES,ER stress death
CC(C)N1CN=C2SC(CO)(CO)C(=O)N2C1,12
COc1cc(C=NN2CCN(c3ccc(Cl)cc3)CC2)cc(OC)c1OC(C)=O,11
O=C(c1cccnc1)N1CCN(CCN2C(=O)C3C4C=CC(C4)C3C2=O)CC1 (stereo unspecified),3
CCOc1cc(NC(=O)c2ccccc2)c(OCC)cc1NC(=O)CCC(=O)O,0
COc1cccc(CN2CCN(C3CCCCC3C)CC2)c1OC (stereo unspecified),-2
CCc1ccc(NC(=O)C(C)Oc2ccc(OC)cc2)cc1 (stereo unspecified),12
CCCOc1ccc(/C=C2/C(=O)NC(=O)N2C(C)=O)cc1OC,9
CN(C(=O)Cc1ccccc1)c1ccccc1,-1
CCN1CCN(S(=O)(=O)c2ccc(OC)cc2)CC1,12
CC1(C)CC(=O)C(C2(O)C(=O)Nc3ccccc32)CO1 (stereo unspecified),9
COc1ccc(N(CC(=O)N2CCOCC2)S(=O)(=O)c2ccc(C)cc2)cc1,6
O=C(CN1CCN(C(c2ccccc2)c2ccccc2)CC1)CN1C(=O)c2ccccc2C1=O,-3

# By substructure: the entries above containing an NH in an aromatic ring (six)
SMILES,ER stress death
C=CCSc1nc2sc(C(=O)O)c(C)c2c(=O)[nH]1,6
Cc1ccccc1-n1c(=O)c2ccccc2n2c(=O)[nH]nc12,3
O=c1[nH]c(/C=C/c2ccc(O)cc2)nc2ccccc12,-7
COc1ccccc1/C=N\NC(=O)c1cc(C(C)(C)C)[nH]n1,7
COCc1cc(=O)n2[nH]c(-c3ccc(C)cc3)cc2n1,-4
COc1ccc(-n2c(=S)[nH]c3sc4c(c3c2=O)CCC(C(C)(C)C)C4)cc1 (stereo unspecified),16

# (listing goes on)
SMILES,ER stress death
CCCCN(CC(O)COc1cccc(OC)c1)S(=O)(=O)O (stereo unspecified),22
COc1ccc(/C=N/n2cnc3sc4c(c3c2=O)CCCC4)cc1OC,12
C(=N\Nc1ccc2ccccc2n1)/c1ccc(OCc2ccccc2)cc1,-5
COC(=O)C1=C(O)/C(=C\c2ccc(OCc3ccccc3)cc2)N=C1C,14
O=C1C=CC(=NOS(=O)(=O)c2ccccc2)C=C1,-24
O=C(c1cccc(Br)c1)N1CCN(c2c(Cl)cccc2[N+](=O)[O-])CC1,3
Clc1ccc(-c2csc(Nc3ncccn3)n2)cc1Cl,2
Cc1c(NC(=O)C(Cc2ccccc2)N2C(=O)c3ccccc3C2=O)c(=O)n(-c2ccccc2)n1C (stereo unspecified),-1
CCNC(=O)c1cc(-c2ccc(Cl)s2)nc2ccccc12,-1
CC1=C(C(=O)OCc2ccc3c(c2)OCO3)C(c2cccc([N+](=O)[O-])c2)NC(=O)N1 (stereo unspecified),8
O=C(CSc1nc2ccccc2o1)Nc1ccccc1Oc1ccccc1,12
Cc1ccc(/C(O)=C2/C(=O)C(=O)N(CCCCCC(=O)O)C2c2ccc([N+](=O)[O-])cc2)cc1 (stereo unspecified),9

# A different layout for some results above.
canonical_smiles | ER stress death
Clc1ccc(-c2csc(Nc3ncccn3)n2)cc1Cl | 2
O=C1C=CC(=NOS(=O)(=O)c2ccccc2)C=C1 | -24
Cc1c(NC(=O)C(Cc2ccccc2)N2C(=O)c3ccccc3C2=O)c(=O)n(-c2ccccc2)n1C (stereo unspecified) | -1
COc1ccc(/C=N/n2cnc3sc4c(c3c2=O)CCCC4)cc1OC | 12

# (continued)
SMILES,ER stress death
COc1cc(CN2CCN(Cc3ccco3)CC2)cc(OC)c1OC,6
O=C1C2C(c3ccccc3Cl)OC3(C(=O)c4ccccc4C3=O)C2C(=O)N1c1cccc(C(F)(F)F)c1 (stereo unspecified),8
COc1ccc(OCC(=O)Nc2c(C)cccc2C)cc1,5
Cc1ccc(S(=O)(=O)c2ccc(Oc3ccc(Cl)cc3)cc2)cc1,4
COC(=O)c1c(N)sc(C(=O)Nc2ccc(OC)cc2)c1C,-4
Fc1ccccc1OCCCCCN1CCCCC1,-12
COc1ccc(CCNC(=O)Nc2cc(F)c(F)cc2Cl)cc1OC,0
CC1(C)CC(=O)C2=C(C1)OC(N)=C(C#N)C2Cc1ccccc1 (stereo unspecified),10
O=C(Cc1ccccc1)NC(NC(=S)Nc1cc(Cl)ccc1Cl)C(Cl)(Cl)Cl (stereo unspecified),3
O=C(CSc1nc2ccccc2o1)NCc1ccccc1,5
COC(=O)C1=C(C)N(Cc2ccco2)C(=O)/C1=C\c1ccc(O)cc1,1
Cc1ccc(C)c(OCc2nnc(NC(=O)c3ccco3)s2)c1,2
COc1ccc(CNC(=O)/C=C/c2cccc([N+](=O)[O-])c2)cc1,1
CCOc1cc(C2NC(=S)NC(C)=C2C(=O)OC(C)C)ccc1O (stereo unspecified),0
NCC(O)C12CC3CC(CC(C3)C1)C2 (stereo unspecified),-12
CCOC(=O)C1=C(C)N=c2s/c(=C\c3cccc([N+](=O)[O-])c3)c(=O)n2C1c1ccc(OC(C)=O)cc1 (stereo unspecified),4
COc1ccc(/C=C2\SC(=S)N(Cc3ccco3)C2=O)cc1,6
Cn1c2ccccc2c2nnc(SCC(=O)NCc3ccco3)nc21,-1
O=C(CSc1nsc(SCC(=O)Nc2nc(-c3ccccc3)cs2)n1)Nc1nc(-c2ccccc2)cs1,1
O=C(Nc1ccc(-c2nc3ccccc3o2)c(O)c1)c1ccccc1I,2
CC(=O)c1cccc(NC(=O)COc2ccc(Br)cc2C(C)(C)C)c1,-1
Cc1cc(OCC(=O)NC2C3CC4CC(C3)CC2C4)ccc1Br (stereo unspecified),5
O=c1oc(-c2ccco2)nc2ccc(Cl)cc12,8
O=C(CSc1ncn[nH]1)Nc1ccc(Cl)c(Cl)c1,-4
Cc1c(C(=O)Nc2ccc(NC(=O)c3ccco3)c(Cl)c2)cccc1[N+](=O)[O-],4
COc1cccc(NC(=O)c2ccco2)c1,-3
COc1ccc(-c2cc(-c3ccc(C)cc3)nc(N3CCCC3)n2)cc1,2
O=C1CC(N2CCC(O)(c3ccc(Br)cc3)CC2)C(=O)N1c1ccc(Cl)cc1 (stereo unspecified),0
COc1cc(NC(=O)c2cc(Cl)ccc2OC)c(OC)cc1Cl,-3

# Source: PubChem (Sanford-Burnham Center for Chemical Genomics)
